Screens from PubChem BioAssay.
Casp6 inh: caspase-6 (human) enzyme inhibition | P55212 | purified caspase-6, Z-VEID-R110 cleavage fluorescence | inhibition, % at 12.5 µM | 350,000 tested, 0.53% active;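 active = mean inhibition across replicates at least about 35%, with every replicate also reaching that limit, limit read from the data; inconclusive = only one of the two criteria met; inactive = neither criterion met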;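 note: 0% = median of neutral control wells and 100% = no fluorescence left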
Target sequence (P55212 24-179 limits assumed): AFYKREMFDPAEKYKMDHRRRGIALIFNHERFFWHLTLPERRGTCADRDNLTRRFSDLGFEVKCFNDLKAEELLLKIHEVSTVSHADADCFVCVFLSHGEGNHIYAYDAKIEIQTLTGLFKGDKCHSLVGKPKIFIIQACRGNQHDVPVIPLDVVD
Target sequence (P55212 194-293 limits assumed): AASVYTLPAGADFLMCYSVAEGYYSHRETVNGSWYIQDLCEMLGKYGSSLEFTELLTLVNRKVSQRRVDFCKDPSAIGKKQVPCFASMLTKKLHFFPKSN
FN deposition inh: fibronectin deposition inhibition. AH1F fibroblasts, Alexa488-fibronectin deposition fluorescence, overnight. inhibition, % at 12.6 µM. 350,000 tested, 0.086% active. AID 743247;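 active = mean inhibition across replicates of 30% or more, regardless of how many single replicates reach that level; inconclusive = mean under 30% yet at least half of replicates reach 30%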;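 note: positive control wells lacked labelled fibronectin entirely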
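Schedule: 1 h cell adhesion before compound, then overnight fibronectin incubation; test system: AH1F fibroblast monolayer depositing Alexa488-labelled fibronectin into matrix; quantity: 10000 AH1F cells per well; probe or stimulus: fluorescent fibronectin at 24 nM final; signal: fluorescence, ex 485 nm, em 525 nm; evaluation: percent inhibition as loss of matrix-bound fibronectin fluorescence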
Cneo AK release: causes C. neoformans cell lysis; adenylate kinase release luminescence, 4 h; normalised: neutral wells 0, clomiphene wells 100; lysis activity, % at 15 µM; 360,000 tested, 0.2% active; AID 651654;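 active = mean lysis activity across replicates of at least 80%, whatever share of replicates individually reach that level; inactive = mean lysis activity below 80%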
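Material: C. neoformans cells; Schedule: 4 h static compound exposure, 37 °C, read 1 h post-reagent; Measured by: adenylate kinase release luminescence; Read-out: signal increase indicating cell lysis; Controls: Clomiphene as positive lysis control.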
PAX8 inh HTS: PAX8 transcriptional activity inhibition; RMG-I TPO-luciferase reporter, SteadyGlo, 24 h; inhibition, % at 12.6 µM; 360,000 tested, 1.2% active; AID 652154;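 active = mean replicate inhibition at least 60% with every replicate also reaching 60%; inconclusive = only one of the two criteria is met; inactive = mean below 60% and not all replicates reaching 60%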;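 note: luciferase light reporting Pax8 driven TPO promoter activity; plate controls were median of neutral control wells for no effect and mitoxantrone controls for full effect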
miR122 inh: inhibitors of miR-122 in Huh7 cells. 340,000 tested, 0.3% active. Huh7 miR-122 Renilla luciferase sensor, 48 h; neutral wells = 0, positive control = 100. activation (reporter increase), % at 12.5 µM;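 active = mean replicate activation score at least 90 and every replicate individually at or above 90; inconclusive = only one of the two criteria met; inactive = neither criterion met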;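 note: higher luciferase means less miR-122 activity so hits act as miR-122 inhibitors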
PGC1a acetyl inh: PGC1a acetylation modulation, inhibitor mode. U2OS PGC1a acetylation, AlphaScreen anti-acetyl-lysine; with virally co-expressed GCN5 acetyltransferase. AID 651687. inhibition, % at 15.6 µM. 350,000 tested, 0.17% active;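 active = every replicate shows inhibition of at least 40%; inconclusive = mean inhibition at least 40% but some replicate below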;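 note: 0% = neutral control wells and 100% = positive control wells; some results beyond the cut were filed as inactive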
EWS-Fli inh: blocks EWS/Fli oncoprotein-driven transcription; A673 NR0B1-luciferase reporter, viability-normalised; 350,000 tested, 0.67% active; inhibition, % at 12.6 µM;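 active = mean inhibition of at least 50% after viability correction, with every replicate also passing that limit; inconclusive = mean reaches 50% but only one of two replicates passes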;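 note: firefly luciferase signal divided by Alamar Blue viability fluorescence both relative to DMSO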
LGR2 inh: inhibitors of bursicon-induced Drosophila LGR2 receptor cAMP signaling; HEK293 LGR2, CRE-luciferase, bursicon-stimulated, 4 h; AID 720647; 380,000 tested, 0.35% active; inhibition, % at 9.99 µM;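 active = drop in luminescence signal, shown as inhibition above about 50% in the replicate tests, limit read from the data, passing the limit was not always enough; inconclusive = probably only some replicates passing the limit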;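 note: agonist challenge used bursicon conditioned medium at about half maximal strength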
An asterisk follows results filed as active; ? = inconclusive; · = not tested or not shown; [ ] = remark or other dose.

Every second line gives: FN deposition inh	Cneo AK release	miR122 inh	LGR2 inh	PGC1a acetyl inh	EWS-Fli inh	Casp6 inh	PAX8 inh HTS
> CC(C)NC(=O)N(C)C[C@@H]1Oc2ncc(-c3ccc(C(=O)N(C)C)cc3)cc2C(=O)N([C@H](C)CO)C[C@@H]1C
 : 0	-6	-3[16.7 µM]	15	5	-6	-1	·
> CCCCc1nnc(NC(=O)CCc2ccccc2)s1
 : 9	9	·	-4	·	-10	1	-9
> COc1ccc(S(=O)(=O)Nc2ccccc2C(=O)NCc2cccnc2)cc1
 : 4	-1	-3	22	12	-15	3	0
> C[C@@H]1CN([C@H](C)CO)C(=O)Cc2cc(NC(=O)NC3CCCCC3)ccc2O[C@H]1CN(C)CC1CC1
 : ·	2	2[16.7 µM]	1	1	-4	1	·
> NC(=O)c1ncn([C@@H]2O[C@H](CNCc3ccccc3OCc3ccc(Cl)cc3Cl)[C@@H](O)[C@H]2O)n1
 : -3	2	0	13	9	10	-1	2
> CC1(C(=O)NS(=O)(=O)c2ccc(Br)cc2)CCN1C(=O)C1(c2ccccc2)CC1 (configuration not stated)
 : -4	0	8	5	-5	2	2	0
> O=[N+]([O-])c1ccccc1OCCCN1CCc2ccccc2C1
 : -2	-2	-1	-16	·	2	-1	4
> CC(=O)c1ccc(NC(=O)CNCC(c2ccccc2)N(C)C)cc1 (configuration not stated)
 : 14	·	1	2	3	4	-13	4
> CCOC(=O)Cc1[nH]nc2c1C(c1cc(OC)ccc1OC)C(C#N)=C(N)O2 (configuration not stated)
 : ·	-1	0	-1	-9	-3	11	·
> CCc1nnc(NS(=O)(=O)c2ccc(N=Cc3c(C)[nH]n(-c4ccc(C)c(C)c4)c3=O)cc2)s1
 : -2	2	7	-14	7	·	·	-22
> O=c1[nH]c2cc(Cl)ccc2c(O)c1-c1cccc(Oc2ccccc2)c1
 : 6	1	-1	·	-2	3	·	14
> CO[C@@H]1CN(C)C(=O)c2cc(NS(=O)(=O)c3cn(C)cn3)ccc2OC[C@@H](C)N(CC2CC2)C[C@H]1C
 : 5	-3	·	1	-3	-1	4	·
> COC(=O)C1=CN(c2ccc3c(c2)OCO3)C(N)=C(C#N)C1c1ccc(-c2ccccc2)cc1 (configuration not stated)
 : 2	·	·	-23	·	67*	18	43
> Cc1cc(C)cc(NS(=O)(=O)c2ccc3[nH]cc(C(=O)N4CCc5ccccc54)c(=O)c3c2)c1
 : -14	·	26	8	·	·	·	17
> Cc1ccc2nc(-c3ccc(N4C(=N)SC5CS(=O)(=O)CC54)cc3)sc2c1 (configuration not stated)
 : -6	·	5	-28	6	·	·	-261
> O=C(c1cccc(NC2=NC3CS(=O)(=O)CC3S2)c1)N1CCN(c2cccc(Cl)c2)CC1 (configuration not stated)
 : -5	-1	-8	17	-6	-2	-2	19
> COc1ccc(C(=O)Nc2ccc(OCC(F)(F)C(F)F)c(C(F)(F)F)c2)cc1OC
 : ·	-13	4	7	-21	·	·	·
> C=CCNC(=O)CSc1nc2scc(-c3ccco3)c2c(=O)n1CC=C
 : 4	21	13	5	4	-2	4	31
> CCOc1ccc(C(=O)C(C)=O)c(OCC)c1
 : 2	7	3	8	0	0	-1	5
> O=C(COc1ccc(Br)cc1)Nc1ccc(N2CCOCC2)cc1N1CCOCC1
 : 0	4	0	·	2	3	-1	-6
> COc1ccc(NC(=O)CCOc2cc(C)ccc2C)cc1S(=O)(=O)N1CCCCC1
 : -12	-6	25	·	-29	4	-2	-14
> CCOC(=O)C1CCN(C(=O)CCc2nnc3ccc(N4CCN(C)CC4)nn23)CC1
 : 15	0	5	15	-6	·	-1	-8
> CO[C@@H]1CN(C)C(=O)c2ccc(NS(=O)(=O)c3ccccc3)cc2OC[C@@H](C)N(Cc2cccnc2)C[C@H]1C
 : 1	-7	·	-3	22	5	-3	2
> COc1ccccc1CCn1cnc(-c2ccc(F)cc2F)c1CC(C)C
 : 7	·	·	?	·	12	0	19
> O=C(c1cc2ccccc2oc1=O)N(Cc1cccs1)C1CCS(=O)(=O)C1 (configuration not stated)
 : ·	-2	-4	-12	-10	·	·	·
> COC(=O)C1=C(C)N(C)C(=NCc2ccccc2)NC1c1ccccc1C(F)(F)F (configuration not stated)
 : -7	·	·	-4	·	-8	-5	-6
> O=C(C[C@H]1C=C[C@H](NC(=O)CC2CC2)[C@H](CO)O1)NCc1ccccc1
 : ·	·	·	6	3	-5	2	·
> COCC(=O)Nc1ccc2c(c1)OC[C@H](C)N(Cc1ccccc1F)C[C@@H](C)[C@H](OC)CN(C)C2=O
 : -1	-7	-2[16.7 µM]	-19	·	-6	0	·
> Cc1cc(=O)[nH]c(N/N=C/c2c(O)n(-c3ccccc3)c(=O)c3ccccc23)n1
 : 0	-2	21	-6	·	11	33	18
> CCOC(=O)N1CCN(C(=O)CS(=O)(=O)Cc2nc(-c3ccccc3C)oc2C)CC1
 : -2	2	-4	8	-3	-2	-1	2
> COc1ccccc1OCCNC(=O)CN1C(=O)NC2(CCCCC2)C1=O
 : -7	0	-1	2	5	-1	-4	-6
> O=C(C[C@@H]1CC[C@H](NS(=O)(=O)c2ccc(F)cc2)[C@H](CO)O1)NCc1ccc(Cl)c(Cl)c1
 : ·	4	-2[16.7 µM]	7	4	6	2	23
> Cc1ccc(S(=O)(=O)N(C)C[C@@H]2OCCCC[C@@H](C)Oc3ccc(NC(=O)NC4CCCCC4)cc3C(=O)N([C@H](C)CO)C[C@H]2C)cc1
 : -3	-1	-10[16.7 µM]	16	-11	14	-1	34
> CSc1nc2[nH]c(=O)[nH]c2c(=O)[nH]1
 : 11	-2	-2	-19	-2	6	1	6
> Cc1ccc(-c2ccc3c(c2)O[C@@H](CN(C)Cc2ccccn2)[C@@H](C)CN([C@@H](C)CO)S3(=O)=O)cc1
 : ·	2	3[16.7 µM]	11	15	11	4	·
> COc1cccc(N2CCN(C(=O)C3CCN(S(=O)(=O)c4cccs4)CC3)CC2)c1
 : 7	·	·	-18	5	-3	2	1
> CCn1c(C)c(P(=O)(N2CCOCC2)N2CCOCC2)c2ccccc21
 : ·	·	·	23	0	2	-4	7
> COc1ccc(C(=O)NNC(=O)CSc2nnc(COc3ccc4ccccc4c3)n2C)cc1
 : 3	0	-2	·	-9	·	·	·
> CCn1c(CSc2nc3ccccc3s2)n[nH]c1=S
 : 2	0	3	·	19	·	·	·
> C[C@H](CO)N1C[C@H](C)[C@H](CN(C)C(=O)NC2CCCCC2)OCCCC[C@H](C)Oc2ccc(NC(=O)Nc3ccc(F)cc3)cc2C1=O
 : -2	0	-1[16.7 µM]	41	-11	-1	0	65*

A second format for some results above:
SMILES | FN deposition inh | Cneo AK release | miR122 inh | LGR2 inh | PGC1a acetyl inh | EWS-Fli inh | Casp6 inh | PAX8 inh HTS
CCOC(=O)N1CCN(C(=O)CS(=O)(=O)Cc2nc(-c3ccccc3C)oc2C)CC1 | -2 | 2 | -4 | 8 | -3 | -2 | -1 | 2
CCCCc1nnc(NC(=O)CCc2ccccc2)s1 | 9 | 9 | · | -4 | · | -10 | 1 | -9
COc1ccccc1OCCNC(=O)CN1C(=O)NC2(CCCCC2)C1=O | -7 | 0 | -1 | 2 | 5 | -1 | -4 | -6
CC(C)NC(=O)N(C)C[C@@H]1Oc2ncc(-c3ccc(C(=O)N(C)C)cc3)cc2C(=O)N([C@H](C)CO)C[C@@H]1C | 0 | -6 | -3[16.7 µM] | 15 | 5 | -6 | -1 | ·

Carrying on:
Every second line gives: FN deposition inh	Cneo AK release	miR122 inh	LGR2 inh	PGC1a acetyl inh	EWS-Fli inh	Casp6 inh	PAX8 inh HTS
> COc1ccc2cc(S(=O)(=O)NCCCN3CCOCC3)ccc2c1
 : -7	1	1	·	-12	·	·	0
> Cc1cc(C(=O)OCC(=O)NCc2ccccc2)c(C)o1
 : 11	·	·	-24	·	1	-4	4
> COc1ccc(CNCC(O)(c2ccccc2)c2ccccc2)cc1
 : 7	1	-9	-1	-2	1	1	22
> COc1ccc(OCC(=O)OCC(=O)Nc2ccc3[nH]c(=O)[nH]c3c2)cc1
 : 5	2	·	-3	·	-5	0	-14
> COc1ccc(NC(=O)C2CC(=O)N/C(=N/N=C/c3ccco3)S2)cc1 (configuration not stated)
 : 10	-2	-6	-17	13	11	5	9
> NC(=O)C1CCN(C(=O)COc2ccc3ccc(=O)oc3c2)CC1
 : ·	54	-5	1	13	3	-3	·
> O=C(C1CCCN(S(=O)(=O)c2cccc3nonc23)C1)N1CCN(c2ccccc2Cl)CC1 (configuration not stated)
 : 9	1	-7	22	-8	1	·	-17
> Cc1ccc(-c2csc3nc(CN(C)Cc4ccccc4)[nH]c(=O)c23)cc1
 : ·	0	-3	-17	5	9	5	-4

7 structures out of the list, sorted by formula weight, high to low.
Every second line gives: FN deposition inh	Cneo AK release	miR122 inh	LGR2 inh	PGC1a acetyl inh	EWS-Fli inh	Casp6 inh	PAX8 inh HTS
> C[C@H](CO)N1C[C@H](C)[C@H](CN(C)C(=O)NC2CCCCC2)OCCCC[C@H](C)Oc2ccc(NC(=O)Nc3ccc(F)cc3)cc2C1=O
 : -2	0	-1[16.7 µM]	41	-11	-1	0	65*
> O=C(C1CCCN(S(=O)(=O)c2cccc3nonc23)C1)N1CCN(c2ccccc2Cl)CC1 (configuration not stated)
 : 9	1	-7	22	-8	1	·	-17
> Cc1ccc(-c2csc3nc(CN(C)Cc4ccccc4)[nH]c(=O)c23)cc1
 : ·	0	-3	-17	5	9	5	-4
> COc1ccc2cc(S(=O)(=O)NCCCN3CCOCC3)ccc2c1
 : -7	1	1	·	-12	·	·	0
> COc1ccc(CNCC(O)(c2ccccc2)c2ccccc2)cc1
 : 7	1	-9	-1	-2	1	1	22
> NC(=O)C1CCN(C(=O)COc2ccc3ccc(=O)oc3c2)CC1
 : ·	54	-5	1	13	3	-3	·
> CCn1c(CSc2nc3ccccc3s2)n[nH]c1=S
 : 2	0	3	·	19	·	·	·
